Screening results: PubChem BioAssay, National Center for Advancing Translational Sciences (NCATS)
Abeta rescue: restores growth of yeast expressing A-beta42 peptide | yeast expressing A-beta42, growth rescue, OD600, 48 h; response scale: 0% DMSO, 100% iron-clioquinol control | Potency, µM (titrated, usually from 46.1 µM), inactives show at the highest dose growth rescue, most hits filed as activators | hit rate 0.063% among 410,000 | AID 1347071; note: nearly all actives have a fitted effect of over 55% in size
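Yeast growth medium received pinned compounds, then yeast cells expressing toxic A-beta were added; plates incubated at 30 C for 48 hr. Growth read as absorbance at 600 nm, normalized to DMSO and equimolar FeCl3 plus clioquinol controls.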
FUS suppressor: rescues growth of FUS-expressing yeast. S. cerevisiae FUS-expressing, growth rescue, OD600, 24 h. Potency, µM (titrated, usually from 76.6 µM), for inactives: at the highest dose growth rescue (activation), hits mostly activators. hit rate 0.24% among 390,000;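 note: plate controls were DMSO vehicle for no effect and reference control for full effect; nearly all actives have a fitted effect of over 55% in size; some results filed as inactive show a strong effect at the top dose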
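Absorbance at 600 nm, taken 24hr after compound addition, measured rescue of FUS-yeast growth at 30C. Induction used 2% galactose with seeding at OD 0.005. Controls: CP55940 from 92uM final, DMSO only.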
Numbers without * were called inactive; ? = inconclusive; [ ] = another dose, or the depositor's remark. Calls come from the whole dose curve; as a rule, active = well fitted activation curve with a large enough effect; inconclusive = small, poorly fitted or top-dose-only effect; inactive = no such curve, though single readings can be large or run the other way. Potency is the fitted concentration of half-maximal effect. Some of the compounds tested, so the mix of outcomes need not match the whole.

Results follow in this order: FUS suppressor	Abeta rescue
- Cc1cccc(NC(=O)CSc2nc3c([nH]c4ccccc43)c(=O)n2-c2cc(C)cc(C)c2)c1
  -15%	-6%
- CCOC(=O)c1c(C)oc2nc(C)nc(NCc3ccccc3OCC)c12
  -19%	-9%
- O=C(c1cccs1)N1CCCc2cc(NS(=O)(=O)c3cc(F)ccc3F)ccc21
  39%	-13%
- O=C(Nc1ccc(N2CCC(N3CCCCC3)CC2)c(C(=O)O)c1)c1ccc(Br)cc1
  0%	-4%
- CCC(=O)N1CCc2cc(CNS(=O)(=O)c3ccc(NC(=O)CC(C)C)cc3)ccc21
  27%	-6%
- CCC(=O)N1CCc2cc(S(=O)(=O)NCCC(=O)Nc3cccc(SC)c3)ccc21
  -4%	6%
- O=C(Cn1ncc2c3ccccc3n(Cc3ccccc3)c2c1=O)NCCCN1CCCCC1
  -10%	-3%
- COc1ccccc1CNS(=O)(=O)c1cc(-c2cc(C)no2)ccc1C
  29%	-25%
- CCC(C)n1c(=O)c2sccc2n2c(CCCC(=O)Nc3ccc(F)cc3)nnc12 (centres undefined)
  -11%	-22%
- CC(C)Oc1ccc(CNC(=O)c2ccc3nc(Cc4ccccc4)oc3c2)cc1
  -5%	2%
- CC1CCc2onc(C(=O)N3CCN(c4cccc(C(F)(F)F)c4)CC3)c2C1 (centres undefined)
  25%	-19%
- CCc1nn2c(=O)cc(COC(=O)C(CC)c3ccccc3)nc2s1 (centres undefined)
  11%	-13%
- CCNC(=O)Cn1nc(C)n2c(cc3c(OC)cccc32)c1=O
  -9%	-18%
- CCOc1ccccc1Nc1sc(C(=O)c2ccccc2)c(N)c1C(=O)Nc1ccc(F)cc1
  3%	8%
- CCC(=O)N1CCc2cc(S(=O)(=O)NCCC(=O)NCc3ccc(OC)cc3)ccc21
  -4%	-37%[inhibitor]
- CCCNc1ncnc2c1c(-c1ccccc1)cn2-c1ccc(OCC)cc1
  ?	-18%
- COc1cc(-c2nnc(SCC(=O)Oc3ccccc3Cl)o2)cc(OC)c1OC
  2%	?
- CCc1ccccc1NC(=O)Cn1c(=O)n(CC(=O)NCCc2ccccc2)c(=O)c2ccccc21
  -1%	-14%
- CN(C)S(=O)(=O)c1ccc2c(c1)c(=O)c(C(=O)N1CCN(c3cccc(Cl)c3)CC1)cn2C
  ?	-2%
- CCOC(=O)c1ccccc1NC(=O)c1nn(C)c2c1COc1ccccc1-2
  -4%	11%
- COc1ccc(-c2nc(SCC(=O)c3ccc(OC)c(Br)c3)n[nH]2)cc1
  2%	-20%
- CCCCNC(=O)CCn1c(=O)c2ccccc2n(Cc2ccccc2C#N)c1=O
  6%	-2%
- Cc1ccc(OCC(=O)Nc2ccc3c(c2)nc(CCNC(=O)c2ccco2)n3C)cc1
  -16%	-8%
- CCc1ccc(NC(=O)CSC2=Nc3ccccc3C3=NC(CCC(=O)NCc4ccccc4OC)C(=O)N23)cc1 (centres undefined)
  -1%	-1%
- O=C(NCc1ccc2c(c1)OCO2)c1ccc2c(c1)N(Cc1ccc(F)cc1)C(=O)c1ccccc1S2=O (centres undefined)
  16%	2%
- Cn1c2ccccc2c2c(C(=O)N3CCN(c4ccc(F)cc4)CC3)cn(C3CCCCC3)c(=O)c21
  18%	-4%
- Cc1cc(C)cc(C(=O)n2nc(C)c(S(=O)(=O)N3CCCCCC3)c2C)c1
  26%	-5%
- CC(=O)Nc1ccccc1-c1nc2ccccc2n(C(C)C(=O)Nc2cc(Cl)ccc2C)c1=O (centres undefined)
  14%	1%
- Cc1c2cnn(-c3ccccc3)c(=O)c2c(C)n1CCCC(=O)Nc1ccc(F)cc1F
  23%	-17%
- O=C(Nc1c(Cl)cccc1Cl)c1cccc2c1C(=O)N(C1CCCCC1)C2
  -36%	-8%
- COc1ccc(Cl)cc1S(=O)(=O)N1CCN(Cc2cccc(F)c2)CC1
  -14%	-9%
- Cc1cccc(CNC(=O)c2ccc(Cn3c(SCc4ccccc4)nc4cccnc43)cc2)c1
  2%	-4%
- CCOC(=O)c1ccc(N2C(=O)c3n[nH]c(-c4ccco4)c3C2c2ccc(O)c(OC)c2)cc1 (centres undefined)
  ?	-13%
- Cc1ccc(-n2nc3ccc(NC(=O)c4oc5ccccc5c4C)cc3n2)cc1
  -17%	-14%
- COc1ccc(NC(=O)CSc2oc(-c3cccs3)nc2S(=O)(=O)c2ccccc2)c(OC)c1
  ?	-4%
- COc1ccc(S(=O)(=O)N2Cc3ccccc3CC2C(=O)Nc2ccc(C)cc2)cc1OC (centres undefined)
  ?	-8%
- CCOc1ccc(-c2cc(C(=O)N3CCN(S(=O)(=O)c4cc(Cl)ccc4OC)CC3)[nH]n2)cc1
  ?	5%
- COc1cc(NC(=O)Cn2c(SCc3ccc(F)cc3)nc3cccnc32)cc(OC)c1
  12%	-6%
- CCN(CC)c1nn2c(=O)c(C(=O)NCc3cccc(OC)c3OC)cnc2s1
  34%	-14%
- COc1cc(-c2nc(Cn3nnc(C(=O)Nc4ccccc4)c3C)c(C)o2)cc(OC)c1OC
  5%	3%
- Cc1ccc(-c2[nH]c3c(c2-c2c(-n4cccc4)n(C)c(=O)[nH]c2=O)c(=O)[nH]c(=O)n3C)cc1
  5%	-12%
- COc1ccccc1-c1nnc(C2CCN(S(=O)(=O)c3ccc(F)c(C)c3)CC2)o1
  ?	0%
- COc1ccc(-n2c(-c3ccc(F)cc3)cn3c4c(=O)n(C)c(=O)n(C)c4nc23)cc1
  -8%	-2%
- COc1ccc(-n2cc(C(=O)NCc3ccccc3)c3ccccc3c2=O)cc1
  -11%	-7%
- O=C(C1CC1)N1CCc2cc(Br)cc(S(=O)(=O)N3CCN(c4cccc(Cl)c4)CC3)c21
  -39%	-4%
- Cc1cccc(OCc2nc(CC(=O)Nc3ccc(C)cc3C)cs2)c1
  26%	14%
- CCNC(=O)CC1C(=O)N(c2ccc(F)cc2)C(=O)N1Cc1ccc(C)cc1 (centres undefined)
  2%	-11%
- COc1ccccc1NC(=O)c1c(NCc2ccc(OC)c(OC)c2OC)sc2c1CCCC2
  ?	7%
- CCOc1ccc(C(=O)Nc2cc(-c3ccccc3)no2)cc1
  -16%	-12%
- CCOc1cccc2cc(-c3nc4sc(C(=O)Nc5ccc(C)cc5)c(C)c4c(=O)[nH]3)c(=O)oc12
  -20%	-9%
- CCOc1ccccc1NC(=O)c1ccc2c(c1)CCCN2S(C)(=O)=O
  -5%	-17%
- COc1ccc(S(=O)(=O)N2CCN(Cc3nc4ccc(C)cc4o3)CC2)cc1OC
  34%	4%
- COc1cc(C2C(=O)N(C3CCCCCC3)CC(=O)N2CCC2=CCCCC2)ccc1OC(C)C (centres undefined)
  8%	-2%
- O=c1cc(-c2ccccc2)n2c(SCc3ccccc3Cl)nnc2[nH]1
  -20%	-4%
- O=C(Nc1cccc(F)c1)c1ccc2oc(=O)n(Cc3ccccc3)c2c1
  4%	-10%
- CC(C)S(=O)(=O)c1oc(-c2cccs2)nc1S(=O)(=O)c1ccc(F)cc1
  6%	-17%
- COc1ccc(-c2nn3c(=O)cc(CN4CCN(C(=O)c5ccc(OC)c(OC)c5)CC4)nc3s2)cc1
  8%	-13%
- CCOC(=O)c1ccccc1NC(=O)C(=O)Nc1ccc2nc3n(c(=O)c2c1)CCCCC3
  -3%	-4%
- COc1cccc(Cn2c(CNC(=O)CCc3ccccc3)nc3cccnc32)c1
  7%	-8%
- COc1cccc(Cn2ccn(-c3ccc(F)cc3)c(=O)c2=O)c1
  -1%	5%

Complete entries, looked up by structure. Order of screens: FUS suppressor	Abeta rescue
`Cc1cc(C)cc(C(=O)n2nc(C)c(S(=O)(=O)N3CCCCCC3)c2C)c1` across the screens: 26%	-5%
`CCCNc1ncnc2c1c(-c1ccccc1)cn2-c1ccc(OCC)cc1` across the screens: ?	-18%
`CCc1ccc(NC(=O)CSC2=Nc3ccccc3C3=NC(CCC(=O)NCc4ccccc4OC)C(=O)N23)cc1` (centres undefined) across the screens: -1%	-1%
`COc1ccccc1NC(=O)c1c(NCc2ccc(OC)c(OC)c2OC)sc2c1CCCC2` across the screens: ?	7%
`COc1ccc(-n2cc(C(=O)NCc3ccccc3)c3ccccc3c2=O)cc1` across the screens: -11%	-7%

New compounds follow.
Results follow in this order: FUS suppressor	Abeta rescue
- COc1ccc(-c2noc(-c3ccc(N4CCOCC4)c([N+](=O)[O-])c3)n2)cc1
  0%	-7%
- COc1ccccc1C(=O)NCc1nnnn1-c1ccc(C)c(C)c1
  14%	-19%
- Cc1c(Cl)cccc1NC(=O)C(=O)NCCc1csc(-c2ccc(C(F)(F)F)cc2)n1
  -8%	9%
- COc1cccc(N2CCN(C(=O)Cn3ncc4c3-c3ccccc3OC4)CC2)c1
  ?	7%
- COC(=O)c1c(NC(=O)c2cccc(OC)c2)sc2c1CCC(C(C)(C)C)C2 (centres undefined)
  -4%	-20%
- COc1cccc(NC(=O)CSc2nccn2Cc2ccc3c(c2)OCO3)c1
  -11%	13%
- Cc1ccc(OCC(=O)Nc2ccc3nc(SCC(=O)N4CCCC4)sc3c2)cc1C
  -3%	-31%
- COc1cc(OC)c(N(C)C(=O)Cn2ncc3c([nH]c4ccccc43)c2=O)cc1Cl
  -15%	5%
- CC(C)NC(=O)Cn1ncn2c(cc3cc(F)ccc32)c1=O
  -5%	4%
- Cc1oc2ncnc(N3CCCCC3)c2c1C(=O)N1CCN(c2cccc(C(F)(F)F)c2)CC1
  ?	6%
- Cc1cccc(C(=O)n2nc(-c3cccnc3)nc2NCc2ccccc2)c1
  34%	3%
- Cc1nc2ncnn2c(C)c1CCC(=O)N1CCN(c2cccc(Cl)c2)CC1
  2%	-11%
- CCOC(=O)c1cccc(NC(=O)c2cc(S(=O)(=O)N3CCCCCC3)cn2C)c1
  15%	-1%
- COc1ccc(C2=C(C)C(N3CCC(C(=O)NCc4ccc(C)o4)CC3)=NS2(=O)=O)cc1
  20%	4%
- CCOc1ccc(-n2cc(-c3ccccc3)c3c(NCc4ccccc4)ncnc32)cc1
  28%	12%
- CCOc1ccc(/C=C(\C#N)c2nc(-c3cc4ccccc4oc3=O)cs2)c(OCC)c1
  -2%	2%
- COC(=O)C(Cc1c[nH]c2ccccc12)NC(=O)COc1ccc(Cl)cc1Cl (centres undefined)
  ?	-23%
- COc1cc(C2CC(=O)Oc3c2c(=O)[nH]c2ccccc32)cc(OC)c1OC (centres undefined)
  -6%	-14%
- COc1ccc(NC(=O)c2cc3c(C)nn(-c4ccccc4)c3s2)c(OC)c1
  -14%	-14%
- COC(=O)c1ccc(NC(=O)CCc2c(C)nc3c(c(C)nn3-c3ccc(C)cc3)c2C)cc1
  -5%	-27%
- CCOC(=O)c1cc(-c2ccccc2)n(CCC(=O)Nc2ccc(C)cc2Cl)c1C
  11%	-7%
- COc1ccc(NC(=O)CCNS(=O)(=O)c2cccc3nsnc23)cc1Cl
  13%	-2%
- CCOC(=O)CSc1nc2sc3c(c2c(=O)n1Cc1ccccc1)CC(C(C)C)OC3 (centres undefined)
  -16%	-12%
- CCC1Oc2ccc(C)cc2N(CC(=O)NCCc2ccccc2)C1=O (centres undefined)
  -19%	9%
- CCOc1ccc(N(CC)S(=O)(=O)N2CCCC(C(=O)NCc3ccccc3Cl)C2)cc1 (centres undefined)
  24%	17%
- COc1ccc(CNC(=O)c2cc(-c3ccc(OC)cc3)on2)cc1
  -6%	-5%
- Fc1ccccc1N1CCN(c2nc3ccccc3c3nc(-c4ccccc4)nn23)CC1
  0%	-22%
- Cc1ccccc1NC(=O)c1cc2sccc2n1Cc1ccc(F)cc1
  -22%	-2%
- CCOc1ccc(C2c3[nH]c4ccccc4c3CCN2C(=O)CCC2CCCC2)cc1 (centres undefined)
  22%	-7%
- COc1ccccc1Nc1c2c(nc3ccc(NC(=O)/C=C/c4cc(OC)c(OC)c(OC)c4)cc13)CCCC2
  ?	-7%
- CN(C)c1ccc(Nc2ncnc3c2c(-c2ccccc2)cn3-c2cccc(Cl)c2)cc1
  10%	-1%
- CCCCN(C)S(=O)(=O)c1ccc(NC2=NS(=O)(=O)c3ccccc32)cc1
  8%	-10%
- COc1cccc(N2CCN(C(=O)c3cc4cc5cc(C)ccc5nc4s3)CC2)c1
  -24%	-6%
- Cc1ccc(-n2cc3c(c2-c2ccccc2Br)c(=O)n(C)c(=O)n3C)cc1N
  ?	2%
- O=C(Nc1noc2ccccc12)c1cccc(F)c1
  2%	-4%
- CC(C)c1ccc(NC(=O)Nc2csc3c2CCCC3)cc1
  -25%	-7%

In the list so far, 3 have a CF3 group.
Results follow in this order: FUS suppressor	Abeta rescue
- CC1CCc2onc(C(=O)N3CCN(c4cccc(C(F)(F)F)c4)CC3)c2C1 (centres undefined)
  25%	-19%
- Cc1c(Cl)cccc1NC(=O)C(=O)NCCc1csc(-c2ccc(C(F)(F)F)cc2)n1
  -8%	9%
- Cc1oc2ncnc(N3CCCCC3)c2c1C(=O)N1CCN(c2cccc(C(F)(F)F)c2)CC1
  ?	6%
